RTF Ca sens act: cardiac RTF calcium sensitization; P19429+P45379; IANBD-labeled TnC RTF fluorescence at EC20 calcium; 0% EC20 calcium, 100% full calcium; activation, % at 7.2 µM; 340,000 tested, 0.24% active;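 active = activation above the mean over all tested compounds plus 3 SD, cut at about 30% in these data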;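 note: rise in fluorescence read as greater calcium sensitivity of cardiac thin filaments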
PvdQ acylase: P. aeruginosa PvdQ acylase inhibition; AID 488965; inhibition, % at 10 µM; purified PvdQ acylase, fluorescence plate reader; 340,000 tested, 0.063% active; in the data active = inhibition above about 30%, passing the limit was not always enough; inconclusive = no clear call, values can overlap the other calls;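 note: 0% = vehicle neutral wells and 100% = reference inhibitor wells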
dFosB act: activators of mouse delta FosB homodimer; activation, % at 25 µM; purified delta FosB, TAMRA-CDK5 oligo fluorescence polarization; percent of positive-control signal above neutral wells; AID 493131; P13346; 340,000 tested, 0.99% active;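 active = mean activation above about 17%, with every replicate also reaching it, limit read from the data, passing the limit was not always enough; inconclusive = only one of the two conditions met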;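 note: fluorescence polarization rise as delta FosB binds a TAMRA Cdk5 AP-1 oligo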
Target sequence (P13346 whole entry, looked up): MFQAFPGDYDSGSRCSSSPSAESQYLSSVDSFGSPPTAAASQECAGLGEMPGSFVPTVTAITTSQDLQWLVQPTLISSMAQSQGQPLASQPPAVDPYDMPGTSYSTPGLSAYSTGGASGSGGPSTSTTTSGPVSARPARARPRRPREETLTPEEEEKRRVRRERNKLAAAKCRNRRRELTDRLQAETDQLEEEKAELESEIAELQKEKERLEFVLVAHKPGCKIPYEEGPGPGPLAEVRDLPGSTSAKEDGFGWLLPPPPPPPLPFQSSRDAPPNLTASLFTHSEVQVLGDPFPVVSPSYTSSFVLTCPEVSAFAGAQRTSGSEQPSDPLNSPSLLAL
Keap1-Nrf2 PPI: inhibitors of human Keap1-Nrf2 protein-protein interaction. Keap1 Kelch-Nrf2 peptide fluorescence polarization, 1536-well. 340,000 tested, 0.15% active. inhibition, % at 9.4 µM. AID 504523; in the data active = inhibition above about 12%; inconclusive = no clear call, values can overlap the other calls; inactive = below about 7.3%;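 note: human Keap1 Kelch domain with fluorescein labeled Nrf2 9mer peptide probe; 0% = neutral control wells and 100% = peptide positive control; higher means more block of Keap1 binding to Nrf2 peptide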
Target sequence (Q14145 whole entry, looked up, the tested form may be a part): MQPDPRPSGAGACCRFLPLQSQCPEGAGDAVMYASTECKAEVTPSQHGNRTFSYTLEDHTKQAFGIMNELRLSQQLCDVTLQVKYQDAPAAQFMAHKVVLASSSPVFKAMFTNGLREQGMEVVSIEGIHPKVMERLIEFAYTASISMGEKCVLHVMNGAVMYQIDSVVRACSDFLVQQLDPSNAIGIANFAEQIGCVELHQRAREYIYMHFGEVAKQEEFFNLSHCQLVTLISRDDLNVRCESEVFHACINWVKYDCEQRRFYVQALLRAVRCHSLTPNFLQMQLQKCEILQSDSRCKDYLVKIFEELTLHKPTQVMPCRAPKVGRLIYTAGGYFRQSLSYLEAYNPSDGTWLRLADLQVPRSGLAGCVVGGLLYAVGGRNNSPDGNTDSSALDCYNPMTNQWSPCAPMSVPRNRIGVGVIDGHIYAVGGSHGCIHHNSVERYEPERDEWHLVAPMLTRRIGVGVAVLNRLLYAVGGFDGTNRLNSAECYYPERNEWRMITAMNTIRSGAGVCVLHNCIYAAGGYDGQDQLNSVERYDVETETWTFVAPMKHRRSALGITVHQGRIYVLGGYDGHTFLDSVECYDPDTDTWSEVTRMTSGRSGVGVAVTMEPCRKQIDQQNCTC
NSD2 HMT inh: blocks human histone methyltransferase NSD2; O96028; NSD2 peptide methylation, AlphaScreen, 120 min; inhibition, % at 12.5 µM; 310,000 tested, 0.54% active; AID 743445; in the data active = inhibition above about 50%
C-LANA FP: blocks KSHV LANA C-terminal domain binding to DNA | 340,000 tested, 0.078% active | MBP-C-LANA/FAM-LBS DNA binding, fluorescence polarization | inhibition, % at 9 µM;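 active = highest replicate inhibition at or above 60% at 9 µM, even if other replicates fall short; inactive = all replicates below 60% inhibition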;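 note: 0% = neutral control wells and 100% = 4 µM acridine orange control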
PfHsp90 set2: growth inhibition of yeast expressing Plasmodium Hsp90; S. cerevisiae expressing PfHsp90, BacTiter-Glo ATP, 48 h; yeast lacking PDR1 and PDR3 efflux regulators; inhibition, % at 9.4 µM; 310,000 tested, 0.32% active; AID 504621;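 active = every replicate shows inhibition above about 80%, whatever the replicate mean, limit read from the data; inconclusive = mean inhibition reaches the set limit but some replicate falls short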;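 note: 0% = DMSO neutral controls and 100% = 20 µM radicicol positive controls; yeast relying on Plasmodium falciparum Hsp90 in place of its own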
CDK5 p35 inh: blocks human CDK5/p35 kinase activity. 330,000 tested, 0.01% active. Recombinant CDK5/p35, ADP-Glo luminescence, 60 min. Q00535+Q15078. inhibition, % at 10 µM;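 active = highest replicate inhibition of at least 50% and at least 75% of replicates reaching 50%; inconclusive = only one of the two criteria met; inactive = both criteria failed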;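 note: plate controls were DMSO neutral control for no effect and GW8510 at 10 µM for full effect; many of its hits are not listed in these tables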
SUMO Mot1 rescue: blocks SUMOylation pathway, rescuing yeast Mot1-301 growth | S. cerevisiae Mot1-301 growth rescue, ATP luminescence, 38.5C; percent above DMSO median, 100 means doubled | growth rescue, % at 18.8 µM | 320,000 tested, 1% active | AID 2716;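 active = every valid replicate shows activation above 250% relative to neutral control wells; inactive = the rest, any valid replicate at or below 250%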;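 note: OY570 slx delta 5 strain wells were the positive control but not used for scaling; some compounds called inactive have numbers as strong as hits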
RTF Ca sens inh: cardiac RTF calcium desensitization | AID 493244 | IANBD-labeled cardiac RTF, Ca2+ fluorescence | inhibition, % at 7.15 µM | P19429+P45379 | 340,000 tested, 0.12% active;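 active = inhibition above the mean inhibition of all tested compounds plus 3 SD, cut at about 17% in these data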;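 note: assay run at fixed EC70 calcium of 1.6 mM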
Rtt109 HAT inh: C. albicans Rtt109 histone acetyltransferase inhibition | 330,000 tested, 0.16% active | AID 540336 | inhibition, % at 34.9 µM | purified Rtt109/Vps75, ThioGlo CoA-SH fluorescence, 4 h;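 active = inhibition of at least 50% in every replicate; inconclusive = best replicate reaches 50% inhibition but some replicates fall short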
* = called active by the depositor; ? = inconclusive; . = not tested or not shown; & = joins results of further samples.

SMILES	RTF Ca sens act	PvdQ acylase	dFosB act	Keap1-Nrf2 PPI	NSD2 HMT inh	C-LANA FP	PfHsp90 set2	CDK5 p35 inh	SUMO Mot1 rescue	RTF Ca sens inh	Rtt109 HAT inh
CC(C)(C)n1nnnc1C(c1cccs1)N1CCN(Cc2ccc3c(c2)OCO3)CC1 (stereo not given)	6	-10	-10	0	2	0.8	.	0.2	-5	2	5
COc1ccc(NC(=O)c2ccccc2N(Cc2ccccc2)S(C)(=O)=O)cc1OC	-1	13	4	-3	-1	-0.9	15	-0.2	0	10	-2
O=C(COc1ccccc1C(=O)NCc1ccncc1)Nc1ccc(Br)cc1	-1	-7	-12	-1	5	-0.6	22	0.5	-8	4	-3
[O-]/C(=C(\C(=S)Nc1cccc2ccccc12)[n+]1ccccc1)c1ccc(Cl)s1	3	-1	0	-2	2	0.5	5	0.2	2	-3	4
CC(C)Oc1ccc(N2CC(C(=O)Nc3ccccc3C(=O)NC3CC3)CC2=O)cc1 (stereo not given)	-3	-11	-14	-3	-3	-1.5	-12	0.4	-8	-9	-5
CCOC(=O)C1(CCCc2ccccc2)CCN(C(=O)CCOC)CC1	1	5	4	2	-5	-0.3	-11	-0.1	600*	9	-8
Cc1nc2ccc3nc(NC(=O)c4ccc5c(c4)OCCO5)sc3c2s1	-5	-6	173*	1	0	-0.3	3	-0.1	13	3	-1
Cc1cc(Cl)ccc1NNC(=O)c1cccs1	5	-4	-1	-4	4	0.3	22	-9.3	267	1	6
Cc1ccc(Cn2c(N3CCCCCC3)nc3c2c(=O)[nH]c(=O)n3C)cc1	-3	-4	-2	2	2	-0.4	-39	1.4	-24	-4	4
NC(=O)CC(NC(=O)Cc1cccc2ccccc12)c1ccc(N2CCC(N3CCCC3)CC2)c([N+](=O)[O-])c1 (stereo not given)	1	8	0	1	.	2.1	-3	0.6	5	2	12
CN(Cc1ccccc1)C(=O)c1cccc(NC(=O)Cc2cccc(NC(=O)C3CCN(C(=O)C4CCC4)CC3)c2)c1	-7	-15	-17	-3	.	-0.8	-1	0.5	.	-7	4
COc1ccc(C(C)(C)C)cc1NC(=O)CCNC(=O)c1ccco1	0	-10	-5	-2	-1	-3.9	23	-0.8	-11	-4	7
Cc1cccc(SCC(=O)Nc2ccc3c(c2)OCCO3)c1	-4	-10	-2	-3	0	-0.9	-9	0.1	-6	-3	7
CCC1(CC)NC(=O)N(CC(=O)OCc2nc3cc(C(=O)OC)ccc3c(=O)[nH]2)C1=O	-1	-15	-3	4	-2	-2.3	-1	0.9	-11	-5	-2
COc1ccc2c(c1OC)C(=O)O[C@@H]2[C@H]1c2c(cc3c(c2OC)OCO3)CCN1C	6	-14	-3	-2	.	-2.4	9	1.4	750*	-1	-5
O=C1COc2ccc(S(=O)(=O)NCc3ccccc3)cc2N1	-8	20	-1	3	-1	-1.8	19	1.0	18	-17	-2
CN(C)c1ccc(NC(=S)NC23CC4CC(CC(C4)C2)C3)cc1	4	6	2	0	8	0.1	4	0.3	1	4	4
COc1c(OC2OC(C(=O)O)C(O)C(O)C2O)cc(O)c2c(=O)cc(-c3ccccc3)oc12 (stereo not given)	0	6	2	0	.	-0.3	6	-1.1	26	3	-3
NS(=O)(=O)c1ccc(CCNC(=O)c2cc(=O)[nH]c3ccccc23)cc1	-8	-4	0	-1	-2	-2.1	-10	-0.8	42	9	3
CCOC(=O)Nc1ccc2c(COC(=O)CNS(=O)(=O)c3cccc(Br)c3)cc(=O)oc2c1	1	-2	?	0	0	0.8	1	0.3	-2	-28	0
CCCN(C(=O)COc1ccc(Cl)cc1Cl)c1c(N)n(Cc2ccccc2)c(=O)[nH]c1=O	4	-22	-6	-6	2	0.7	-38	1.1	-1	-4	.
COc1ccc(-c2noc(CCC(=O)N3CCN(c4ccc(Br)cc4)CC3)n2)cc1	1	-16	-3	-4	.	-2.1	-11	-3.4	.	-5	-2
NC(=O)CS(=O)(=O)c1nc2ccccc2n1Cc1ccccn1	1	-13	-5	-6	-1	1.2	-20	-1.3	-6	-6	1
Cc1oc(-c2ccccc2F)nc1CS(=O)CC(=O)NCc1cccs1 (stereo not given)	2	-11	-5	-2	.	0.6	-13	-1.3	37	1	-8
O=C1CC(c2ccccc2)CC(O)=C1C=NCc1ccccc1Cl (stereo not given)	-5	-6	-9	-2	0	0.7	12	2.7	-14	0	.

The listing continues.
SMILES	RTF Ca sens act	PvdQ acylase	dFosB act	Keap1-Nrf2 PPI	NSD2 HMT inh	C-LANA FP	PfHsp90 set2	CDK5 p35 inh	SUMO Mot1 rescue	RTF Ca sens inh	Rtt109 HAT inh
O=C(O)c1ccccc1N/C=C\[N+](=O)[O-]	4	-12	-3	-1	42	5.6	1	-3.5	2	-11	5
CN(C)c1ccnc(SCc2ccccc2Cl)c1C#N	7	-12	-4	0	2	-1.3	-23	-1.9	-6	-8	0
O=C(NC(=S)NCc1ccc2c(c1)OCO2)c1ccccc1	6	-13	0	1	-2	0.1	-65	0.1	.	0	-8
Cc1cc(Br)cc(Cl)c1OCC(=O)NC(=O)NCc1ccccc1	2	-15	4	-6	-4	-1.9	-19	0.7	10	-12	-6
COc1ccccc1N1CCN(/N=C/c2ccc(OC)c(OC)c2OC)CC1	-5	-3	-15	-4	.	-0.5	.	-1.8	13	-1	-2
COc1ccc(N=C2SCC(=O)N2CCc2ccc(OC)c(OC)c2)cc1	13	-17	-2	-7	17	1.3	2	0.1	-2	-12	1
Cn1nccc1C(=O)Nc1sc2c(c1C(N)=O)CCCC2	0	5	-5	-1	1	1.8	7	-0.2	-1	9	-3
COc1cccc(CCNC(=O)C2CCC(=O)N(C3CC3)C2)c1OC (stereo not given)	5	-16	1	-3	-5	-0.7	-21	1.9	.	0	3
CC(C)Nc1nc(NC(C)C)nc(NS(=O)(=O)c2ccc(N)cc2)n1	-2	10	5	-4	0	-1.6	-5	1.9	21	-3	14
CCCCS(=O)(=O)N1CCCC(C(=O)N2CCOCC2)C1 (stereo not given)	1	-19	2	-8	-4	-1.0	-19	2.4	-6	-4	5
COc1ccc(C(=O)NC(C)c2nnc(SCC(=O)NC3CCCC3)n2C)cc1 (stereo not given)	-7	2	0	-4	-3	-0.7	17	0.8	312	-9	-2
O=C(C1CCCO1)N1CCN(C(=S)Nc2ccccc2F)CC1 (stereo not given)	7	-7	4	-5	-2	-1.0	-20	-7.8	58	0	-1
CCN(CC(=O)NCc1cccs1)c1ccc(S(=O)(=O)N2CCN(C)CC2)cn1	-2	-6	-1	4	1	0.1	11	-0.9	2	5	-5
CC(C)(C)c1ccc(C(=O)Nc2cccc(S(=O)(=O)NC3=NCCC3)c2)cc1	3	-11	-17	-4	0	1.2	1	-1.1	7	-8	-2
O=C1N[C@@H](Cc2c[nH]c3ccccc23)COC(=O)[C@@H](Cc2ccc(F)cc2)CC/C=C/C[C@@H]1CC(=O)N(CCO)Cc1ccccc1	14	-12	-11	-2	.	1.6	-4	-1.4	.	-7	1
Cc1ccc(NS(=O)(=O)c2cc(C(=O)NCc3ccccn3)ccc2Cl)cc1	2	-1	-3	-1	1	0.6	6	1.4	-4	-9	5
Fc1ccc(Nc2cccc3nccnc23)cc1	0	0	1	-6	10	1.8	-4	-0.2	55	3	4
Cc1nnc2c(NC(C)C)nc3ccccc3n12	10	-12	10	-9	-1	0.0	-15	0.0	-5	-3	-5
CCc1cccc(C)c1NC(=O)CSc1nnc(Cc2csc(C)n2)o1	-5	11	-2	-3	-1	-1.2	.	-0.6	-12	-9	1
CC(=O)N/N=C\c1cccc(OC/C=C/c2ccccc2)c1	0	8	-10	7	-2	6.6	8	1.4	26	-9	?
COc1ccc(OCc2nc3ccc(S(=O)(=O)Nc4ccccc4Cl)cc3[nH]2)cc1	3	-14	0	-8	-2	-0.1	-19	0.1	-1	12	-9
O=C(CSCC(=O)Nc1ccc2ccccc2c1)NCc1ccccc1	-3	-10	-7	1	1	-1.9	8	1.0	-3	0	-3
CCc1ccc(S(=O)(=O)Nc2nnc(N)s2)cc1	2	1	-3	0	0	-0.1	0	-0.4	3	-8	7
O=C(Nc1ccc(F)cc1)c1cccnc1Oc1ccccc1	-7	-3	-4	5	-3	1.4	-6	0.8	-11	-4	-2
C[C@]12c3[nH]c4ccc(Cl)cc4c3CCN1C(=O)[C@@H](CC(=O)NCc1ccco1)C[C@@H]2C(=O)N1CCOCC1	-2	-16	2	0	.	6.4	29	-0.8	.	-7	-8

Additional compounds follow.
SMILES	RTF Ca sens act	PvdQ acylase	dFosB act	Keap1-Nrf2 PPI	NSD2 HMT inh	C-LANA FP	PfHsp90 set2	CDK5 p35 inh	SUMO Mot1 rescue	RTF Ca sens inh	Rtt109 HAT inh
CCOC(=O)C1[C@H]2C(=O)N(CCCOC)C[C@]23C=C[C@H]1O3 (stereo not given in full)	6	-10	-6	-1	-3	0.0	0	-2.1	-15	-8	-3
COc1cccc(C(C)NC(=O)c2c(F)cccc2Cl)c1 (stereo not given)	9	-12	-5	-6	-4	-3.3	-9	-1.0	2	-6	-1
C=C(Cl)COC(=O)C1C2C=CC(C2)C1C(=O)O (stereo not given)	4	-18	0	-1	1	1.3	14	0.9	885*	-5	7
O=C1CCN(C(=O)CSc2ccc(Cl)cc2)N1	1	-7	-9	-7	-2	3.9	-19	-0.6	10	-15	8
Clc1ccc(OCCCCSc2ncccn2)cc1	-5	-6	-4	-2	2	0.9	-55	-0.5	791	-5	-3
Cc1ccc(C(=O)OCC(=O)NC2CCCC2)cc1C	6	-8	1	0	-3	-1.4	19	-0.6	3	-5	0
Cc1nc2ccc(C(=O)N3CCSCC3)cc2s1	-1	-4	1	-11	2	2.8	22	-0.3	-4	-20	-7
C=C1CCN([C@@H](CC(C)C)C(=O)NCc2ccc(Cl)c(Cl)c2)S(=O)(=O)c2ccccc21	6	-2	-3	-2	.	1.4	.	0.2	28	3	-1
Cc1c(NC(=O)NCc2ccccc2)c(=O)n(-c2ccccc2)n1C	-3	-10	-10	-6	-3	1.0	1	1.1	9	-3	7
CC(C)c1ccc2c(c1)c(SC(C)(C)C)c(CC(C)(C)C(=O)O)n2Cc1ccc(Cl)cc1	0	-8	-9	-4	.	1.1	3	-0.8	1&-1	10	-2
COc1ccc(CCC(=O)NC(C)c2ccccc2)cc1OC (stereo not given)	0	-29	-4	-5	3	0.6	-6	2.4	-5	-11	-32
CSc1ccccc1OCc1cc(C(=O)N2CCN(c3ccccc3)CC2C)no1 (stereo not given)	-2	-15	-9	-3	3	-2.2	-17	1.5	-9	-3	2
Cc1cc(Cl)ccc1OCC(=O)N1CC(C)CC(C)C1 (stereo not given)	0	6	2	-3	-14	1.2	-13	-0.1	13	-15	3
O=C(NC(=S)NC1CCS(=O)(=O)C1)c1cccs1 (stereo not given)	5	-14	0	-4	2	-0.9	18	0.7	-7	-2	-8
